# TRPC4 agonist: opens the mouse TRPC4 cation channel; HEK293 TRPC4beta/mu-opioid, Fluo4 calcium fluorescence; stronger effect = higher value; Q9QUQ5; B-score at 10 µM; 0.49% of 310,000 active; AID 2237;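 active means B-score above 5 SD of library B-scores, and initial fluorescence ratio not above library mean plus 5 SD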;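 further: positive B-score marks a calcium rise read as TRPC4 activation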
# Target sequence (Q9QUQ5 whole entry, looked up): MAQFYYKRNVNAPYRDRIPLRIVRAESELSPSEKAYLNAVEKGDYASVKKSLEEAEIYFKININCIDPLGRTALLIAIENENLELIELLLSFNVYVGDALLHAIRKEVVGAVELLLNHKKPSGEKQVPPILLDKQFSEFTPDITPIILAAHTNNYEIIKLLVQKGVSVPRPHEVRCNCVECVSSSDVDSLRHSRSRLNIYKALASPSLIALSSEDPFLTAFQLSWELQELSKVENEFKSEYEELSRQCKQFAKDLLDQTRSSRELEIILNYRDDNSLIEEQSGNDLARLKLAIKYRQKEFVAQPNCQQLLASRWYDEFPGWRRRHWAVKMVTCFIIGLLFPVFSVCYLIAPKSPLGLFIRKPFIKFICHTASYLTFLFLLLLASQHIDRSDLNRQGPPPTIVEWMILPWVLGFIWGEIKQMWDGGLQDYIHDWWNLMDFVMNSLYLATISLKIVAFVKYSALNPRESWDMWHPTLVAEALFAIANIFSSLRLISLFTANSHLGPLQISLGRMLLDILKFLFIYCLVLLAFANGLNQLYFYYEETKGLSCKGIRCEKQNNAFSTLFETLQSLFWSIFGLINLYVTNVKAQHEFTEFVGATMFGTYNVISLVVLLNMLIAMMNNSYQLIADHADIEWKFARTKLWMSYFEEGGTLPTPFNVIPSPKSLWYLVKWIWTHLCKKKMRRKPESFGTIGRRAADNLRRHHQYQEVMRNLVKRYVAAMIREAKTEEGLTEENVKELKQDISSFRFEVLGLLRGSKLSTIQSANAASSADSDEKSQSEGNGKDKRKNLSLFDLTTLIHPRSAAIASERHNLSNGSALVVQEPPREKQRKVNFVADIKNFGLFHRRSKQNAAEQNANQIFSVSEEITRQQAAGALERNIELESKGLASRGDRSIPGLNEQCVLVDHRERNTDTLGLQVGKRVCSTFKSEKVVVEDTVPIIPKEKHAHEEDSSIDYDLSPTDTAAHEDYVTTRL
#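 Test system: HEK293 cells stably co-expressing mouse TRPC4beta and mu-opioid receptor | Schedule: Fluo4 dye loading 45 min at room temperature, 110 s recording | Measured by: Kinetic Fluo4 calcium fluorescence, 5 s baseline at 1 Hz | Evaluation: B score of integrated ratio | Controls: Buffer (low) and maximal DAMGO (high)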
# TRPC4 potent: allosteric potentiators of mouse TRPC4 channel; 0.42% of 310,000 active; B-score at 10 µM; HEK293 TRPC4beta/mu-opioid, DAMGO EC20, Fluo-4 Ca2+ flux; stronger effect = higher value; AID 2227; Q9QUQ5;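 active means B-score of calcium response area above 5 SD of library B-scores, with initial fluorescence ratio within 5 SD of library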;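 further: B-score of integrated fluorescence ratio over time as area under calcium response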
# MrgX1 agonist: human MrgX1 receptor agonism, primary screen; Q96LB2; MrgX1-HEK293 cells, Fluo-4 calcium fluorescence, agonist mode; stronger effect = higher value; B-score at 10 µM; 0.44% of 310,000 active;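 active means calcium response B-score plate-corrected fluorescence ratio at least 3 library SD, with starting fluorescence B-score inside 5 SD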
#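 Test system: HEK293 cells stably expressing human MrgX1 receptor; Input: fifteen thousand cells per well; Dosing: compound delivered in addition one of three; Schedule: overnight seeding, then 1 h dark dye loading; Technique: Fluo-4 NW calcium fluorescence; Measure: B-scored fluorescence response ratio; Controls: positive and negative controls per plate.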
# MrgX1 allo act: human MrgX1 positive allosteric modulation, primary screen | Q96LB2 | MrgX1-HEK293, Fluo-4 calcium flux, FDSS; stronger effect = higher value | B-score at 10 µM | 0.63% of 310,000 active;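 active means plate-corrected calcium response at least 3 library SD above typical, normal starting fluorescence, not activating the receptor alone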;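 further: compound read alongside a low EC10 to EC30 dose of BAM8-22 agonist; peak minus trough fluorescence over baseline measured at the second addition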
# TRPC6 inh: inhibitors of mouse TRPC6 channel | Q61143 | HEK293-TRPC6, membrane potential dye, ACh-evoked depolarization; stronger effect = lower value | B-score at 10 µM | 1.1% of 310,000 active;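 active means B-score under library mean minus 3 SD, initial fluorescence not abnormally high, positive integrated signal ratio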;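 further: B-score derived from integrated fluorescence ratio over the kinetic read; more negative B-score means stronger inhibition of depolarization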
# SKKanGAS inh: SKKanGAS growth inhibition | S. pyogenes SKKanGAS, kanamycin growth, BacTiter-Glo, 6 h | inhibition, % at 7.5 µM | 1.3% of 300,000 active;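 active means mean replicate score, as percent of positive control median, at least 50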;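 further: strain carries kanamycin resistance gene driven by streptokinase promoter and grows in 40 µg/ml kanamycin; loss of luminescence reflects streptokinase promoter inhibition or plain growth inhibition; 0% = median of DMSO wells and 100% = positive control at its reference dose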
# TMEM16A act: activates or potentiates the mouse TMEM16A chloride channel; 0.3% of 340,000 active; HEK293 TMEM16A/YFP-H148Q/I152L, iodide quench fluorescence; stronger effect = lower value; B-score at 10 µM; Q8BHY3; AID 623877;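 active means fluorescence-ratio B-score plate-corrected deviation score at least 3 library SD below zero, with starting fluorescence score within 5 deviations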;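 further: channel opened by trigger with iodide after compound preincubation; score built on the fluorescence ratio of max minus min over baseline; more negative score means more quench and so TMEM16A activation or potentiation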
# MrgX1 antagonist: blocks BAM8-22 activation of human MrgX1 receptor. MRGX1-HEK293 calcium flux, Fluo-4, BAM8-22 antagonism; stronger effect = lower value. B-score at 10 µM. 1.3% of 310,000 active. AID 588676;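 active means calcium-response B-score plate-corrected more than 3 library SD below zero, starting fluorescence within 5 deviations, no agonist response on first addition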;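 further: peak minus trough fluorescence over baseline after final BAM8-22 challenge near maximal dose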
# TRPC4 inh: inhibitors of mouse TRPC4 channel. B-score at 10 µM. HEK293 TRPC4beta/mu-opioid, DAMGO-evoked Fluo4 calcium flux; stronger effect = lower value. 0.39% of 300,000 active. AID 2247;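 active means B-score over 3 SD under the library average, no early fluorescence shift, positive overall ratio signal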
#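 Assay system: HEK293 cells with stable TRPC4beta plus mu-opioid receptor expression; Probe or stimulus: DAMGO in two steps, submaximal then maximal; Dosing: single-point compound dosing; Measured by: Fluo4 calcium-dye fluorescence, kinetic read; Read-out basis: B score from integrated Fluo4 fluorescence ratio.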
# TRPC6 act: activates the mouse TRPC6 cation channel | Q61143 | B-score at 10 µM | HEK293-TRPC6 membrane potential dye fluorescence; stronger effect = higher value | 0.13% of 310,000 active | AID 2550;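 active means B-score of the integrated fluorescence ratio above library mean plus 3 SD, and starting fluorescence ratio within library mean plus 5 SD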;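 further: higher score means more depolarization so channel activation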
# TMEM16A inh: inhibitors of mouse TMEM16A calcium-activated chloride channel; normalized B-score (activity score, 25-100; higher = stronger inhibition) at 10 µM; Q8BHY3; HEK293 TMEM16A/YFP iodide influx fluorescence, ionomycin; AID 588511; 1.2% of 310,000 active;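 active means ratio plate-corrected score three or more library SD toward inhibition, starting fluorescence score within five deviations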;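 further: score derived from kinetic fluorescence span divided by baseline fluorescence per well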
# Starred values were filed as active, the others as inactive; i = inactive.
canonical_smiles | TMEM16A act | MrgX1 agonist | TRPC4 inh | TRPC4 agonist | MrgX1 antagonist | TMEM16A inh | TRPC4 potent | TRPC6 act | SKKanGAS inh | TRPC6 inh | MrgX1 allo act
CC(=O)Nc1c(C(=O)c2ccccc2)oc2ccccc12 | i | i | i | i | i | i | i | i | 1 | i | i
O=C(NC1=NCCS1)c1cc(-c2cccc(Br)c2)nc2ccccc12 | i | i | i | i | i | i | i | i | 4 | i | i
O=C(Cn1nnc2ccccc21)N/N=C/c1ccco1 | i | i | i | i | i | i | i | i | 4 | i | i
Cc1ccc(NC(=O)c2cncc(Br)c2)c([N+](=O)[O-])c1 | i | i | i | i | i | i | i | i | 1 | i | i
c1ccc(N2CCN(Cc3cnc(N4CCOCC4)s3)CC2)cc1 | i | i | i | i | i | i | i | i | -1 | i | i
COc1ccc(CNC(=O)C2CCC(CNS(=O)(=O)c3ccc(C)cc3)CC2)cc1 (configuration not stated) | i | i | i | i | i | i | i | i | -5 | i | i
O=C(N/C(=C\c1ccc(O)cc1)C(=O)N1CCCCC1)c1ccccc1 | i | i | i | i | i | i | i | i | -1 | i | i
Cc1ccc(S(=O)(=O)N2CCCCC2)cc1NC(=O)C1CC(=O)N(Cc2ccccc2)C1 (configuration not stated) | i | i | i | i | i | i | i | i | -4 | i | i
COc1ccc(N2CCN(C(=O)CCS(=O)(=O)c3ccc4c(c3)NC(=O)C(C)S4)CC2)cc1 (configuration not stated) | i | i | i | i | i | i | i | i | -3 | i | i
O=C(C1CCCCN1S(=O)(=O)c1ccc(F)cc1)N1CCN(c2ccccc2F)CC1 (configuration not stated) | i | i | i | i | i | i | i | i | -4 | i | i
O=C(OCc1ccc(Br)cc1)c1cccnc1Cl | i | i | i | i | i | i | i | i | 6 | i | i
CN1C(=O)C2(OCC(COc3ccc(Cl)cc3)O2)c2ccccc21 (configuration not stated) | i | i | i | i | i | 100* | i | i | 6 | i | i
O=C1C2C3CCCC3=C3CCCC3C2C(=O)N1c1ccc(Cl)cc1 (configuration not stated) | i | i | i | i | i | i | i | i | 11 | i | i
COc1ccccc1NC(=O)c1ccc(N)cc1 | i | i | i | i | i | i | i | i | 3 | i | i
Cc1c(N=Cc2cccnc2)c(=O)n(-c2ccccc2)n1C | i | i | i | i | i | i | i | i | -2 | i | i

# Reformatted with two lines to a compound: entries from further up.
# Results follow in this order: TMEM16A act | MrgX1 agonist | TRPC4 inh | TRPC4 agonist | MrgX1 antagonist | TMEM16A inh | TRPC4 potent | TRPC6 act | SKKanGAS inh | TRPC6 inh | MrgX1 allo act
COc1ccc(N2CCN(C(=O)CCS(=O)(=O)c3ccc4c(c3)NC(=O)C(C)S4)CC2)cc1 (configuration not stated)
 : i | i | i | i | i | i | i | i | -3 | i | i
O=C(Cn1nnc2ccccc21)N/N=C/c1ccco1
 : i | i | i | i | i | i | i | i | 4 | i | i

# The listing continues.
canonical_smiles | TMEM16A act | MrgX1 agonist | TRPC4 inh | TRPC4 agonist | MrgX1 antagonist | TMEM16A inh | TRPC4 potent | TRPC6 act | SKKanGAS inh | TRPC6 inh | MrgX1 allo act
CCOCCCN(Cc1ccco1)C(=O)c1cc2c(=O)[nH]c3ccc(C)cc3c2s1 | i | i | i | i | i | i | i | i | 14 | i | i
CCc1ccc(C(=O)Nn2c(C)nc3ccccc3c2=O)cc1 | i | i | i | i | i | i | i | i | 1 | i | i
Fc1ccc(Nc2nc(N/N=C/c3ccco3)nc(N3CCCCC3)n2)cc1 | i | i | i | i | i | i | i | i | 68* | i | i
O=S1(=O)CC/C(=N\O)c2ccccc21 | i | i | i | i | i | 25* | i | i | 3 | i | i
O=C(O)C1CC=CCC1C(=O)Nc1ccc(S(=O)(=O)N2CCCc3ccccc32)cc1 (configuration not stated) | i | i | i | i | i | i | i | i | -3 | i | i
COc1cc(OC)c(C2NC(=O)CCC2[N+](=O)[O-])cc1OC (configuration not stated) | i | i | i | i | i | i | i | i | 2 | i | i
CCOC(=O)c1cc2sccc2n1CC(=O)Nc1ccc(OC)cc1 | i | i | i | i | i | i | i | i | 0 | i | i
CCOc1ccc(CNC(=S)N/N=C\c2ccc([N+](=O)[O-])cc2)cc1 | i | i | i | i | i | i | i | i | -4 | i | i
C/C(=N/NC(=O)c1ccccn1)c1c[nH]c2ccccc12 | i | i | i | i | i | i | i | i | -1 | i | i
COc1ccc(-c2cc(C(F)(F)F)c(C#N)c(=O)[nH]2)cc1 | i | i | i | i | i | i | i | i | 17 | i | i
COc1cccc(C2CC(c3cccs3)=NN2C(=O)CCC(=O)O)c1OC (configuration not stated) | i | i | i | i | i | i | i | i | -1 | i | i
COc1ccc(S(=O)(=O)NCCc2nnc3ccc(SCC(=O)Nc4cc(C)on4)nn23)cc1 | i | i | i | i | i | i | i | i | 2 | i | i
C/C(CC(=O)Nc1cccc(F)c1)=N\NC(=O)C(=O)NC1CCCCC1 | i | i | i | i | i | i | i | i | -5 | i | i
COc1cnn(C(C)(C)C)c(=O)c1Cl | i | i | i | i | i | i | i | i | 2 | i | i
Cc1ccccc1NC1=C/C(=N\S(=O)(=O)c2cccs2)c2ccccc2C1=O | i | i | i | i | i | i | i | i | 90* | i | i
Cc1cccc(-c2ncc(CN3CCN(C4CCCC4)C(CCO)C3)cn2)c1 (configuration not stated) | i | i | i | i | i | i | i | i | -1 | i | i
c1ccc(COc2ccccc2CNC23CC4CC(CC(C4)C2)C3)cc1 | i | i | i | i | i | i | i | 25* | 0 | -6.3* | i
C/C(=N/NC(=O)c1cccs1)c1cccs1 | i | i | i | i | i | i | i | i | -5 | i | i
CSc1ncccc1C(=O)N1CCCC(C(=O)c2cc(F)ccc2F)C1 (configuration not stated) | i | i | i | i | i | i | i | i | -6 | i | i
Cc1ccc(CSCCNC(=O)CN(c2cc(C)ccc2C)S(C)(=O)=O)cc1 | i | i | i | i | i | i | i | i | 5 | i | i
Cc1c(Cc2ccc3c(c2)OCO3)sc(NC(=O)C2CC2)c1C(N)=O | i | i | i | i | i | i | i | i | 0 | i | i
CCOC(=O)COc1cccc2c(=O)n(CC(=O)N3CCN(C(=O)OCC)CC3)ccc12 | i | i | i | i | i | i | i | i | -4 | i | i
O=C(NCCC(=O)N1CCN(c2ccccc2F)CC1)c1ccco1 | i | i | i | i | i | i | i | i | -5 | i | i
C/C(=N\NC(=O)CC1(C)OCCO1)c1cccs1 | i | i | i | i | i | i | i | i | -11 | i | i
S=C(NCc1ccccc1)NCc1ccccn1 | i | i | i | i | i | i | i | i | -2 | i | i
CCC(CC)C(=O)N1CC(=O)Nc2ccc(F)cc2C1c1ccccc1 (configuration not stated) | i | i | i | i | i | i | i | i | 9 | i | i
c1ccc(-c2csc(N3CCc4ccccc4C3)n2)cc1 | i | i | i | i | i | i | i | i | 11 | i | i
Cc1cccnc1Nc1nc(-c2ccc(O)cc2O)cs1 | i | i | i | i | i | i | i | i | 13 | i | i
CC(C)C(c1nnnn1Cc1ccccc1)N(CCCO)Cc1cc2cc3c(cc2[nH]c1=O)OCO3 (configuration not stated) | i | i | i | i | i | i | i | i | -4 | i | i
Cc1ccc2oc(C(=O)NCc3ccccc3)cc(=O)c2c1 | i | i | i | i | i | i | i | i | 5 | i | i
Cc1cc(C(=O)OCC(=O)NC(C)C)c(C)o1 | i | i | i | i | i | i | i | i | -3 | i | i
O=C(OCC(=O)N1CCc2ccccc21)c1c2c(nc3ccccc13)CCCC2 | i | i | i | i | i | i | i | i | 21 | i | i
COc1ccc(C(=O)N2CCCC(O)C2)cc1OC1CCN(C(C)C)CC1 (configuration not stated) | i | i | i | i | i | i | i | i | 7 | i | i
CC(NC(=O)Nc1ccc(Cl)cc1)c1ccc2c(c1)OCO2 (configuration not stated) | i | i | i | i | i | i | i | i | -2 | i | i
O=C(O)COc1ccccc1/C=N/NC(=O)C(O)c1ccccc1 (configuration not stated) | i | i | i | i | i | i | i | i | 0 | i | i
Cn1c(=O)c2c(ncn2CC(COCc2ccc(Cl)cc2)OCc2ccc(Cl)cc2)n(C)c1=O (configuration not stated) | i | i | i | i | i | i | i | i | 2 | i | i
CC1=NNC(=O)C1C(c1cccc(O)c1)C(C#N)C#N (configuration not stated) | i | i | i | i | i | i | i | i | 4 | i | i
O=c1c2ccccc2c(/C=N/c2nnc(Cc3ccccc3)s2)c(O)n1-c1ccc(Cl)cn1 | i | i | i | i | i | i | i | i | 3 | i | 16*
N#C/C(=C(/O)Cc1cccc2ccccc12)c1nc2ccccc2s1 | i | i | i | i | i | i | i | i | 79* | i | i
CCCC(=O)Nc1ccccc1NC(=O)c1cc(OC)c(OC)c(OC)c1 | i | i | i | i | i | i | i | i | 2 | i | i
CN1CCCN=C1/C=C/c1cccs1 | i | i | i | i | i | i | i | i | 2 | i | i
CCOc1ccc(-n2cc(C(=O)Nc3cccc(OC)c3)c3cc(OC)c(OC)cc3c2=O)cc1 | i | i | i | i | i | i | i | i | 6 | i | i
Cc1ccc(NC(=O)Cc2nnc(SCC(=O)Nc3ccc(N4CCOCC4)cc3)n2C)cc1 | i | i | i | i | i | i | i | i | 3 | i | i
O=C(c1cc(-c2ccc(Cl)cc2Cl)on1)N1CCCCCC1 | i | i | i | i | -5.3* | i | i | i | -2 | i | i
Fc1ccc(CNc2ncnc3c2cnn3-c2ccccc2)cc1 | i | i | i | i | i | i | i | i | -1 | i | i
COc1ccc2cc3cc(C(=O)NCC4COc5ccccc5O4)oc3nc2c1 (configuration not stated) | i | i | i | i | i | i | i | i | 28 | i | i
CCn1nc(C)cc1C(=O)NC1CC(C)(C)Cc2c1cnn2-c1cccc(F)c1 (configuration not stated) | i | i | i | i | i | i | i | i | 49 | i | i
O=S(=O)(c1ccccc1)c1cnn(-c2ccccc2)c1-c1ccc(Cl)cc1 | i | i | i | i | i | i | i | i | -1 | i | i
Cc1oc(C(C)(C)C)cc1C(=O)NC(Cc1ccccc1)C(=O)O (configuration not stated) | i | i | i | i | i | i | i | i | -6 | i | i
